From PubChem BioAssay
USP2a inh: USP2a (human) protease inhibition; USP2 core, Ub-CHOP2 coupled fluorogenic reporter, 485/531; Potency, µM (top dose mostly 38.3 µM), inactives show at the highest dose activity change, negative = inhibition, hits mostly inhibitors; 0.01% of 330,000 active; AID 463254;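 further: potency means the concentration at half of the fitted maximal effect; plate controls were DMSO wells for no effect and full inhibition by NEM control for full effect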
Target sequence (O75604 whole entry, looked up): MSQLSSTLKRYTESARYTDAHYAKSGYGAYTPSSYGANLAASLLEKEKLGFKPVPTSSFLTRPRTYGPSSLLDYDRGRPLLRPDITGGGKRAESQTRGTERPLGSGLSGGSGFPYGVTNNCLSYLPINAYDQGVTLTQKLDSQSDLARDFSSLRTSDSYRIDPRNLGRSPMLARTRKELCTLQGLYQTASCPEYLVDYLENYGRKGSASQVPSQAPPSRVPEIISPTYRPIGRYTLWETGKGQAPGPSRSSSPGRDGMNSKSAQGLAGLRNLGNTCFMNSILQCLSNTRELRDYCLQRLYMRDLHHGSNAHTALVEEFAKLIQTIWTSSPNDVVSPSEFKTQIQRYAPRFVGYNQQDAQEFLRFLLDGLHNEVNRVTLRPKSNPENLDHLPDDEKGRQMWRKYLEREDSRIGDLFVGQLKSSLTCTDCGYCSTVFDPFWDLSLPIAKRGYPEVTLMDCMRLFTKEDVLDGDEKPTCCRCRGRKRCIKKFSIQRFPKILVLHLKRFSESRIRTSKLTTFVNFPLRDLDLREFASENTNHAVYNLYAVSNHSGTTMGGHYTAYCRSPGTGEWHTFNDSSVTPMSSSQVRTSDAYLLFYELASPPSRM
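Cell-free coupled assay: 10nM USP2 core preincubated 30min RT with compound in Tris-HCl pH 8.0/CaCl2/CHAPS buffer, then 25nM Ub-CHOP2 and 25nM reporter substrate; fluorescence (Ex 485/Em 531) read after 60min RT, normalized to NEM inhibition, concentration-response curves fitted.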
TCR activator: activators of T cell receptors | 330,000 tested, under 10 active | primary human leukocytes, anti-CD3, IL-2 HTRF, 48 h | Potency, µM (top dose mostly 9.22 µM), for inactives: at the highest dose activation of IL-2 secretion, most hits filed as activators; further: % of control where 0% means no effect
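48 hr co-incubation of compounds, a-CD3 beads and primary human leukocytes; IL-2 quantified homogeneously by HTRF with anti-IL-2 K and d2 conjugates.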
TSG101-PTAP inh: blocks PTAP/TSG101 interaction to inhibit HIV-1 budding | Potency, µM (highest dose often 115 µM), inactives show at the top dose activity change, negative = inhibition, usual class: inhibitors | AID 493005 | 340,000 tested, under 10 active | Q99816 | Fluorescence polarization, FITC-PTAP peptide / Tsg101 binding; active means well fitted inhibition curve with a large enough effect in the main read-out, with a control signal flat, not every such curve was filed as active; inconclusive means small, poorly fitted or top-dose-only effect, or effect the other way, or a change in a side signal; inactive means no such curve, though single readings can be large or run the other way; further: potency means the concentration at half of the fitted maximal effect; % of control where 0% means no effect
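Fluorescence polarization binding of Tsg101 binding domain (10 uM final) to FITC-labeled PTAP peptide (50 nM final) in HEPES pH 7.5 buffer with NaCl, Tween 20, EDTA, TCEP. Compounds added before peptide; binding 20 min at RT.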
ELG1 repair inh: blocks ELG1-dependent DNA repair in HEK293T cells | HEK293T ELG1-luciferase reporter, luminescence, 16 h; DNA damage induced by 5-fluorouridine | Potency, µM (top dose mostly 46.1 µM), without a hit: at the highest dose activity change, negative = inhibition, usual class: inhibitors | 2.3% of 330,000 active; further: potency means the concentration at half of the fitted maximal effect; on the % scale 0 is the no-effect control and ±100 the full control effect; nearly all actives have a fitted effect of over 55% in size
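Quantitative HTS, concentration-response format. 2,000 cells/well co-treated with 5-fluorouridine and compound, 16 hr in 5% CO2 at 37 °C; ONE-Glo luminescence read after 30 min.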
Tb PFK block: blocks T. brucei phosphofructokinase; O15648; T. brucei PFK, ADP-Glo luminescence; Potency, µM (doses to about 57.5 µM), for inactives: at the top dose activity, negative = inhibition, most hits filed as inhibitors; 0.17% of 330,000 active; AID 485367;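 further: potency means the concentration at half of the fitted maximal effect; 0% = uninhibited 1x PFK enzyme wells and -100% = no-enzyme wells; nearly all actives have a fitted effect of over 60% in size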
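1.25 nM PFK with 0.5 mM F6P and 0.1 mM ATP in 0.1 M TEA pH 8.0, 5 mM MgCl2, incubated 45 min at room temperature; ADP measured by ADP-Glo luminescence; compounds titrated up to 57 uM.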
Eya2 phos inh: blocks the phosphatase activity of human Eya2 | 0.006% of 330,000 active | recombinant Eya2, OMFP fluorescence dephosphorylation (OMFP is methylfluorescein phosphate) | Potency, µM (series often up to 76.9 µM), inactives show at the top dose activity, negative = inhibition, most hits filed as inhibitors; further: potency means the concentration at half of the fitted maximal effect; on the % scale 0 is the no-effect control and ±100 the full control effect
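Eya2 (0.2 uM) preincubated 10 min at ambient with compound, then OMFP substrate added at 50 uM; 10 min reaction in 50 mM HEPES pH 7.5, 50 mM NaCl, 5 uM MgCl2, 0.05% BSA, 1 mM DTT. Fluorescence read at Ex 485/Em 525 nm.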
TSHR antag: blocks TSH signaling through the human TSH receptor; TSHR-expressing cells, TSH-stimulated cAMP HTRF, 2 h; stronger effect = lower value; 0.2% of 330,000 active; activity change, negative = inhibition, % at 11.5 µM; P16473;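 active means activity change below a set negative limit, meaning inhibition stronger than a set level, cut at about -70% in these data; inconclusive means activity change between two set negative limits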; further: on the % scale 0 is the no-effect control and ±100 the full control effect
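Competitive HTRF cAMP read-out (cryptate anti-cAMP antibody, cAMP-d2; 30 min, room temperature) in freshly harvested TSHR cells. Compounds added before TSH at EC80 (4nM final), followed by 2 hours' incubation at 37 deg C.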
Mito fusion act: inhibitors of mitochondrial division or activators of mitochondrial fusion; S. cerevisiae fusion-defective mutant growth rescue, CellTiterGlo 48 h; 0.23% of 320,000 active; Potency, µM (highest dose often 46.1 µM), for inactives: at the highest dose growth rescue (activation), actives largely listed as activators;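 further: potency means the concentration at half of the fitted maximal effect; % of control where 0% means no effect; nearly all actives have a fitted effect of over 45% in size; temperature-sensitive fusion mutants such as fzo1-1 at 37 °C on non-fermentable ethanol glycerol medium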
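Growth-rescue viability read-out: after 48 h at the non-permissive 37C in glycerol/ethanol YPEG, yeast mitochondrial fusion mutants are measured by CellTiterGlo luminescence; compounds (23 nl pinned per well) restoring growth score as division inhibitors or fusion activators.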
uPA generation: inhibitors of cell surface uPA generation. cell surface uPA generation assay, qHTS. Potency, µM (top dose mostly 38.3 µM), for the others: top-dose activity change, negative = inhibition, usual class: inhibitors. 0.31% of 330,000 active. AID 540303; active means well fitted inhibition curve with a large enough effect; inconclusive means small, poorly fitted or top-dose-only effect; inactive means no such curve, though single readings can be large or run the other way; tested in mouse RAW 264.7 cells; further: potency means the concentration at half of the fitted maximal effect; on the % scale 0 is the no-effect control and ±100 the full control effect; nearly all actives have a fitted effect of over 55% in size
Chronic BCR inh: blocks chronic active B-cell receptor signaling | ABC-DLBCL IkBa-CBG/CBR reporter, luminescence ratio, 4 h | Potency, µM (series often up to 46.1 µM), inactives show top-dose ratio change, negative = lower green/red ratio, hits mostly inhibitors | 0.05% of 340,000 active | AID 493014; active means well fitted inhibition curve with a large enough effect in the signal ratio, with a control signal flat, not every such curve was filed as active; inconclusive means small, poorly fitted or top-dose-only effect, or effect the other way, or a change in a side signal; the % refers to the signal ratio;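 further: potency means the concentration at half of the fitted maximal effect; plate controls were basal doxycycline-induced cells for no effect and cells given 10 µM MG132 for full effect; MG132 reads +100%, hits lower the ratio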
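TMD8 ABC-DLBCL cells carrying doxycycline-inducible green luciferase fused to IkappaBalpha plus unfused red luciferase were exposed to compounds (up to 46 uM) for 4 hrs at 37C. Activity came from the overlap-corrected green/red luminescence ratio.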
B2AR arrestin: agonists driving beta-arrestin recruitment to human beta2-adrenergic receptor. P07550. beta-arrestin recruitment to beta2AR, cell-based reporter. Potency, µM (top dose mostly 46.1 µM), inactives show at the top dose activation, most hits filed as activators. 0.02% of 330,000 active;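 further: potency means the concentration at half of the fitted maximal effect; 0% = DMSO controls and full agonism = EC100 isoproterenol or metaproterenol; nearly all actives have a fitted effect of over 65% in size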
Target sequence (P07550 whole entry, looked up): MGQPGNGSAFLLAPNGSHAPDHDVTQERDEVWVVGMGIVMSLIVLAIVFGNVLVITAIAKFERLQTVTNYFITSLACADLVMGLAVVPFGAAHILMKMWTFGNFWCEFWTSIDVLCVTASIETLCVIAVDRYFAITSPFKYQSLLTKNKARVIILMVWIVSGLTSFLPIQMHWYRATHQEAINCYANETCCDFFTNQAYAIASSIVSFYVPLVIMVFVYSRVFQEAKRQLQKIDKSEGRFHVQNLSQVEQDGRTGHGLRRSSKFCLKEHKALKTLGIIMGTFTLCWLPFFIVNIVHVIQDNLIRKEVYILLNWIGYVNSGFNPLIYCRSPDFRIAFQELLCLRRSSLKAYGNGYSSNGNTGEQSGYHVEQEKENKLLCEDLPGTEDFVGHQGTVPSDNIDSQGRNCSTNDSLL
An asterisk follows results filed as active; ? = inconclusive; . = not tested or not shown; [ ] = dose if it differs, or a comment. Unless noted, the call rests on the fitted dose curve; in most records, active means well fitted curve in the direction sought with a large enough effect; inconclusive means small, poorly fitted or top-dose-only effect, or another doubt; inactive means no such curve, though single readings can be large; an effect the other way counts as inactive or inconclusive.

SMILES	USP2a inh	TCR activator	TSG101-PTAP inh	ELG1 repair inh	Tb PFK block	Eya2 phos inh	TSHR antag	Mito fusion act	uPA generation	Chronic BCR inh	B2AR arrestin
NS(=O)(=O)c1ccc(CNC(=O)Cc2cccs2)cc1	2%	2%	-7%	1%	?	8%	4	1%	3%	2%	0.2%
CCCCN1C2CCCC1CC(NC(=O)C1CCCCC1)C2 (configuration not stated)	1%	2%[46.1 µM]	-4%	0%	0%	3%	-9	0%	3%	?	0.2%
Cc1cccc(C(=O)NC(=S)Nc2ccccc2C(=O)O)c1	2%	-9%	-7%	?	2%	7%	0	0%	-1%	?	-0.7%
CCCCn1c(N)c(C(=S)NC(=O)CC(C)(C)C)c(=O)n(C)c1=O	1%	5%[46.1 µM]	0%	-14%	4%	-14%	-7	16%	1%	?	3.4%
CC(=O)c1ccc(-c2ccccc2[C@H]2[C@H]3C=CC[C@@H](C)[C@@H]3C(=O)N2Cc2ccccc2)cc1	5%	.	.	?	1%	-3%	-1	-39%[inhibitor]	.	?	-0.2%
C=C(C)COc1ccc(-c2ncncc2-c2ccccc2OC)c(O)c1	3%	2%	-5%	-14%	5%	2%	-8	27%	2%	1%	0.5%
COc1ccc(-c2cccc(C(=O)Nc3ccc(C)cc3)c2)cc1	0%	-2%	-2%	18%	1%	11%	0	-1%	-4%	-8%	-0.5%
COc1ccccc1OC(=O)c1ccc(SC)cc1OC	-3%	-1%	-10%	?	12%	-23%	-7	-4%	-11%	-3%	-0.5%
O=C1CC(c2ccccc2Cl)CC(O)=C1C=NCCCO (configuration not stated)	-2%	.	-9%	-3%	6%	13%	1	1%	-19%	-2%	-1.1%
COc1ccc(CCC(=O)Nc2sccc2C#N)cc1	2%	.	0%	?	2%	0%	1	11%	-3%	1%	-0.1%
CCc1ccccc1NC(=O)N1CCC(NC(=O)C(Cc2ccc(OC)c(OC)c2)NC(C)=O)CC1 (configuration not stated)	-1%	.	-3%	9%	-3%	16%	-1	-2%	7%	-4%	0.0%
CCN1CCN(c2cc(C)c3cc(NC(=O)c4ccccc4F)ccc3n2)CC1	-3%	.	.	-23%	-8%	-42%	70	-4%	.	-8%	4.7%
Cc1nn(C)c(C)c1NC(=O)CCSc1nc(-c2ccco2)cc(C(F)(F)F)n1	0%	-9%	3%	-18%	-6%	-7%	-2	0%	8%	?	-0.1%
COC(=O)c1sc(S(=O)(=O)N2CCCCC2)c(C(=O)OC)c1C	1%	-2%	0%	14%	1%	-18%	-20	2%	-8%	6%	-0.1%
Cc1ccc(S(=O)(=O)N2CCCOC2CNC(=O)C(=O)NCc2ccco2)cc1 (configuration not stated)	0%	5%[46.1 µM]	0%	11%	1%	4%	-4	-1%	0%	1%	-0.3%
O=C(NCc1ccco1)c1cccc2c1C(=O)c1ccc(N3CCCC3)cc1S2(=O)=O	9%	-5%	?	13µM*	-1%	6%	-12	.	-11%	-1%	0.0%
C=CCn1c(SCC(=O)Nc2sccc2C(N)=O)nc2ccccc2c1=O	5%	-3%	-8%	-27%	4%	-4%	2	0%	-10%	?	-0.8%
O=C(Nc1ccc(Cl)c(S(=O)(=O)N2CCOCC2)c1)c1ccccc1-c1ccc(C(F)(F)F)cc1	-12%	8%[46.1 µM]	1%	23µM*	12%	-13%	-22	?	-6%	-1%	0.0%
CCc1c(C)nc2c(OC)cccc2c1Cl	-1%	-2%	-2%	?	0%	5%	-9	1%	-19%	2%	-0.6%
O=C(Nc1ccc2snnc2c1)N1CCOCC1	2%	-4%	-3%	0%	-6%	-5%	-4	-2%	7%	0%	-0.3%
COC(=O)c1cc(OC)c(OC)cc1NC(=S)N1CCCCC1	0%	5%	-5%	-1%	2%	7%	-4	1%	.	-3%	-0.2%
Cc1ccc(OCC(O)Cn2c(N3CCCCC3)nc3c2c(=O)[nH]c(=O)n3C)cc1 (configuration not stated)	-4%	0%	-2%	-19%	3%	4%	-2	?	7%	-9%	-0.2%
N#C/C(=C\c1ccc(Cl)s1)C(=O)N1CCN(c2ccccc2)CC1	3%	1%[46.1 µM]	-1%	-8%	2%	3%	-13	1%	3%	-2%	-0.2%
CCOC(=O)c1cc(NC(=O)NCc2ccco2)c(C)nc1C	2%	5%	-10%	-3%	2%	-9%	8	-3%	-5%	0%	-1.0%
CC1CCCCC1NC(=O)CSc1nnc(-c2ccncc2)n1CCCN(C)C (configuration not stated)	-1%	-3%	0%	-2%	-1%	15%	-11	0%	-1%	-5%	0.4%

New compounds follow
SMILES	USP2a inh	TCR activator	TSG101-PTAP inh	ELG1 repair inh	Tb PFK block	Eya2 phos inh	TSHR antag	Mito fusion act	uPA generation	Chronic BCR inh	B2AR arrestin
O=C(NC1CC1)c1ccc2c(c1)N(Cc1ccccc1)CCS2	1%	3%	0%	-4%	1%	2%	-13	4%	7%	0%	0.1%
CCCCn1c(=O)c2c(c3ccccc31)OCC(=O)N2	0%	.	.	-1%	4%	10%	-8	-1%	.	2%	-0.4%
CCOc1ccc(NC(=O)Cn2cc(C(=O)CC)c3ccccc32)cc1	1%	7%	0%	27%	2%	3%	4	5%	8%	?	-0.8%
CC(C(=O)N1CCc2ccccc21)N1CCN(S(=O)(=O)c2cccc(C(F)(F)F)c2)CC1 (configuration not stated)	0%	0%	-2%	-4%	-1%	-1%	-7	1%	1%	0%	-0.3%
CCCn1ncc(CN2CCN(Cc3ccc(C)o3)C(CCO)C2)c1C (configuration not stated)	5%	4%	-6%	4%	1%	0%	-8	1%	-3%	-7%	-0.2%
Cc1ccc(S[C@@H](CCN2CC[C@H](C)CCC2=O)c2ccccc2)cc1	-3%	-6%	-3%	2%	-8%	-8%	-8	-1%	-9%	?	0.4%
CC(Sc1nnc(-c2ccncc2)n1C)C(=O)Nc1ccc(N2CCOCC2)cc1 (configuration not stated)	3%	2%	0%	26%	-5%	-4%	-10	-2%	3%	-7%	-1.0%
COc1ccc(N2CCN(C(=O)c3cn(C4CCCC4)c(=O)c4c3c3ccccc3n4C)CC2)cc1	5%	-1%	-3%	?	0%	14%	-1	-10%	-11%	-12%	0.2%
Cc1csc(N(C(=O)Cc2ccccc2F)c2ccccc2)n1	1%	-6%[46.1 µM]	0%	0%	6%	-2%	-3	9%	-3%	0%	-0.8%
O=S(=O)(Nc1ccc(-n2cnnn2)cc1)c1ccc(F)c(F)c1F	0%	4%	-11%	2%	0%	-4%	-9	3%	-2%	8%	1.1%
COc1ccc(CCNC(=O)c2cn3ccc(C)cc3n2)cc1OC	-1%	-6%	-1%	-18%	-3%	19%	1	17%	21%	7%	0.3%
CSCCC(NC(=O)c1ccco1)C(=O)NCC(c1ccccc1)N(C)C (configuration not stated)	2%	0%	0%	?	-1%	-3%	-3	0%	8%	-2%	-0.4%
C=CCN(c1ccccc1)S(=O)(=O)c1cccc(C(=O)NNC(=O)c2ccccc2O)c1	-1%	-4%	0%	?	-13%	-11%	-6	0%	-7%	?	0.6%
CCC(C)/C=C/C1=CC2=C(Cl)C(=O)C3(C)OC(=O)C(C(=O)C(C)C(C)O)C3C2=CO1 (configuration not stated)	1%	-4%	-3%	2%	-6%	-9%	-1	2%	?	?	-0.1%
Cc1cc(C=O)c(C)n1-c1ccc(Oc2ccc([N+](=O)[O-])cn2)cc1	5%	12%[46.1 µM]	0%	?	-7%	8%	1	5%	2%	1%	0.0%
COc1ccc(S(=O)(=O)N2CCC(C(=O)N3CCC(C(N)=O)CC3)CC2)cc1Cl	6%	-13%	-6%	3%	5%	-1%	-3	2%	7%	0%	-0.3%
CCCCN(CC)Cc1ccc(CNC(=S)Nc2cccc(F)c2)o1	-12%	9%	0%	?	-15%	-15%	13	?	-1%	?	0.3%
CSc1sc(-c2ccnc(=S)[nH]2)c(-c2ccccc2)c1C#N	1%	2%	-3%	-5%	0%	-8%	-4	4%	-2%	9%	-0.8%
CC(=O)Oc1ccc2cc(-c3ccccc3)c(=O)oc2c1	0%	-4%	1%	?	1%	1%	27	12%	-7%	?	?
CC(C)n1c(SCC(=O)NC2CC2)nnc1C1CC1	2%	-2%	-9%	1%	-3%	-3%	-2	3%	3%	0%	0.3%
CC(C)CC1=NN2C(=N)/C(=C\c3coc4ccccc4c3=O)C(=O)N=C2S1	?	3%	?	?	11%	?	-9	-14%	-20%	15%	0.0%
